beta cell repl = inducers of beta-cell replication in MIN6 cells | MIN6 cells proliferation, ATPlite luminescence, 48 h; cells starved in 0.2% serum; 100% = growth in 10% serum | proliferation, % at 10 µM | hit rate 0.29% among 330,000;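 active means compounds whose signal lies at least 3.5 SD above the mean of all wells on their plate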;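 further: 0% = DMSO-treated cells in low-serum medium and 100% = 10% serum control; some compounds called inactive have numbers as strong as hits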
APOBEC3G inh = blocks human APOBEC3G single-stranded DNA deamination. inhibition, % at 20 µM. AID 493012. Q9HC16. hit rate 0.28% among 330,000. recombinant A3G, ssDNA deamination FAM/TAMRA fluorescence;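 active means inhibition of at least 40% at 20 µM, with no more than 30% in the related APOBEC3A deaminase screen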;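 further: plate controls were DMSO wells with A3G for no effect and wells lacking A3G enzyme for full effect; some compounds called inactive have numbers as strong as hits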
Target sequence (Q9HC16 whole entry, looked up): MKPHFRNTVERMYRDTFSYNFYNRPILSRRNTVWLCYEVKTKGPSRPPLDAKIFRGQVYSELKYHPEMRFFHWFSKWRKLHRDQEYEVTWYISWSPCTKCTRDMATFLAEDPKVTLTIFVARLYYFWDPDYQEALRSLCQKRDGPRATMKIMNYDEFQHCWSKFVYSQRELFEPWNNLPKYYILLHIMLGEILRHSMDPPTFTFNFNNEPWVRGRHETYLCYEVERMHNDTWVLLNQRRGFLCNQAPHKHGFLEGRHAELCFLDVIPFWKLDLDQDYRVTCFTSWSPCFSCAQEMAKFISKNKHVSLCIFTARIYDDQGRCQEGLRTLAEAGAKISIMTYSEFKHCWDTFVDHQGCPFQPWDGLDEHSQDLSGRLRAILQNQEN
mIAP activ = mouse IAP activation | activation factor at 10 µM | hit rate 0.24% among 330,000 | AID 2805 | muIAP, CDP-Star luminescence, 30 min; hits give high values; 1 = vehicle-only enzyme signal, 0 = enzyme-free wells;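 active means activation factor of at least 2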; further: the source names both 10 and 20 µM as test concentration; values of inactives mirror those of a sister screen read the other way
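Assay system: mouse IAP enzyme / Compound: DMSO-dissolved test compounds / Timing: 30 min, room temperature / Measured by: luminescence from enzymatic CDP-Star hydrolysis / Control set: DMSO-only wells, enzyme-free buffer wells as negative control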
hIAP inh = human IAP inhibition; P09923; purified IAP, CDP-Star luminescence, 30 min; inhibition, % at 10 µM; hit rate 0.12% among 330,000; AID 2544;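 active means inhibition reaching a set limit with compound at 10 µM in the primary screen, cut at about 35% in these data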;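 further: plate controls were DMSO wells with enzyme for no effect and no-enzyme buffer wells for full effect; values of inactives mirror those of a sister screen read the other way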
mIAP inh = mouse IAP inhibition; purified mouse IAP, CDP-Star luminescence, 30 min; inhibition, % at 10 µM; hit rate 0.2% among 330,000;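 active means inhibition of at least 40% at 10 µM in the primary screen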;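 further: plate controls were DMSO with enzyme for no effect and no enzyme wells for full effect; values of inactives mirror those of a sister screen read the other way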
NLRP3 yeast inh = inhibitors of NALP3 inflammasome in yeast | Yeast reconstituted NLRP3/ASC/caspase-1, beta-gal luminescence, 24 h | inhibition, % at 10 µM | hit rate 0.39% among 330,000 | AID 2825;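 active means inhibition of 50% or more; inactive means inhibition below 50%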;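 further: plate controls were induced DMSO wells for no effect and uninduced yeast grown without galactose for full effect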
APOBEC3A inh = human APOBEC3A DNA deaminase inhibition | recombinant A3A, FAM/TAMRA ssDNA deamination fluorescence | inhibition, % at 20 µM | hit rate 0.41% among 330,000 | P31941;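 active means at least 40% inhibition at 20 µM here, with at most 30% in a related deaminase screen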;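 further: plate controls were A3A with DMSO for no effect and wells lacking A3A enzyme for full effect; some results filed as inactive read as strong as hits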
Target sequence (P31941 whole entry, looked up): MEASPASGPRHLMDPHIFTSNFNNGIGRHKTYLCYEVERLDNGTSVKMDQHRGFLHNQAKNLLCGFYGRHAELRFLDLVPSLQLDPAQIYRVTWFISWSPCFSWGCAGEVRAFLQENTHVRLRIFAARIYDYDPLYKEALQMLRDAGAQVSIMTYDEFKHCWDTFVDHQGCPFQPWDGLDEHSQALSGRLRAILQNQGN
TIM10 inh = inhibits growth of TIM10 yeast strain. S. cerevisiae TIM10 strain growth, BacTiter-Glo luminescence, 24 h. hit rate 1.4% among 330,000. inhibition, % at 10 µM;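 active means inhibition of 40% or more at the single tested concentration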;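 further: wild-type TIM10 isogenic control strain grown at permissive 25 °C; 0% = DMSO yeast wells and 100% = minimal medium wells without yeast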
tim10-1 inh = tim10-1 yeast growth inhibition. S. cerevisiae tim10-1 ts strain growth, BacTiter-Glo, 24 h. inhibition, % at 20 µM. hit rate 2.2% among 330,000. AID 463190;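 active means inhibition of at least 40%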;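 further: mutant grown at 25 °C; 0% = DMSO wells with yeast and 100% = wells holding no yeast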
An asterisk follows results filed as active.

Letters – A = beta cell repl; B = APOBEC3G inh; C = mIAP activ; D = hIAP inh; E = mIAP inh; F = NLRP3 yeast inh; G = APOBEC3A inh; H = TIM10 inh; I = tim10-1 inh
#1 Cc1ccc(C(=O)N2CCCC(C(=O)c3cc(F)ccc3F)C2)s1 (stereo not given)
  A = -1; B = -3; C = 1.1; D = -17; E = -8; F = 10; G = -1; H = 6; I = 4
#2 O=S(=O)(N=C(NS(=O)(=O)c1ccc(Cl)cc1)c1ccccc1)c1ccc(Cl)cc1
  A = -4; B = -2; C = 0.97; D = -1; E = 3; F = 8; G = -2; H = -1; I = 13
#3 COc1cccc(OC)c1C(=O)N=c1sc2cc(S(C)(=O)=O)ccc2n1C
  A = 1; B = -3; C = 0.94; D = -9; E = 6; F = 14; G = 0; H = 5; I = 1
#4 CCOC(=O)N1CC=C2C(C#N)=C(N)C(C#N)(C#N)[C@H](c3ccc(OC(C)C)c(OCC)c3)[C@H]2C1
  A = 0; B = -4; C = 0.99; D = -3; E = 1; F = 20; G = -2; H = -2; I = 18
#5 COc1ccc(-c2nc(Cn3c(SCc4ccc(F)cc4)nc4ccncc43)c(C)o2)cc1OC
  A = -4; B = -6; C = 0.99; D = 2; E = 1; F = -4; G = -3; H = 2; I = 11
#6 O=C(COc1ccccc1)N1CCN(S(=O)(=O)Cc2ccccc2)CC1
  A = -3; B = 5; C = 1; D = -22; E = 0; F = 15; G = 3; H = -2; I = 14
#7 COc1ccc(NC(=O)CSc2nc(N)c3cc4c(nc3n2)CCCC4)cc1
  A = -1; B = -4; C = 0.94; D = 2; E = 6; F = 6; G = -6; H = 10; I = 9
#8 Cc1ccc(CN2C(=O)c3ccccc3C2C(=O)NCc2cccnc2)cc1 (stereo not given)
  A = -3; B = -5; C = 0.87; D = 4; E = 13; F = -20; G = -1; H = 20; I = 8
#9 COc1ccc(C2=NOC(CN3C(=O)c4ccccc4S3(=O)=O)C2)cc1 (stereo not given)
  A = 0; B = 0; C = 1.1; D = -11; E = -5; F = 23; G = 0; H = -16; I = 5
#10 O=C(O)COc1nsnc1N1CCOCC1
  A = 0; B = -3; C = 1; D = 0; E = -1; F = 14; G = -2; H = -6; I = 20
#11 CC1(c2ccncc2)Nc2ccccc2-c2nc3ccccc3n21 (stereo not given)
  A = -4; B = -4; C = 1; D = -26; E = -4; F = 5; G = -2; H = 0; I = 19
#12 O=C(NCCc1ccccc1Cl)C1CCC(=O)N(C2CCCCCC2)C1 (stereo not given)
  A = -4; B = -8; C = 1; D = -7; E = 0; F = 4; G = -4; H = -4; I = -10
#13 O=C1CC(C(=O)NC2CCCCC2)C(c2ccccc2)O1 (stereo not given)
  A = -1; B = -5; C = 0.98; D = -31; E = 2; F = 12; G = -6; H = 3; I = -1
#14 CCOC(=O)C1CCN(C(=O)c2c(-c3c(F)cccc3Cl)noc2C)CC1
  A = -4; B = -2; C = 1.1; D = -4; E = -10; F = 19; G = -2; H = -14; I = 25
#15 Cc1c(CCO)c(=O)[nH]n1S(=O)(=O)c1ccc(F)cc1
  A = -3; B = 4; C = 1.1; D = 15; E = -9; F = 6; G = 3; H = -3; I = -3

11 of these compounds, set out differently:
5	COc1ccc(-c2nc(Cn3c(SCc4ccc(F)cc4)nc4ccncc43)c(C)o2)cc1OC
6	O=C(COc1ccccc1)N1CCN(S(=O)(=O)Cc2ccccc2)CC1
7	COc1ccc(NC(=O)CSc2nc(N)c3cc4c(nc3n2)CCCC4)cc1
8	Cc1ccc(CN2C(=O)c3ccccc3C2C(=O)NCc2cccnc2)cc1 (stereo not given)
9	COc1ccc(C2=NOC(CN3C(=O)c4ccccc4S3(=O)=O)C2)cc1 (stereo not given)
10	O=C(O)COc1nsnc1N1CCOCC1
11	CC1(c2ccncc2)Nc2ccccc2-c2nc3ccccc3n21 (stereo not given)
12	O=C(NCCc1ccccc1Cl)C1CCC(=O)N(C2CCCCCC2)C1 (stereo not given)

assay / entry | 5 | 6 | 7 | 8 | 9 | 10 | 11 | 12
beta cell repl | -4 | -3 | -1 | -3 | 0 | 0 | -4 | -4
APOBEC3G inh | -6 | 5 | -4 | -5 | 0 | -3 | -4 | -8
mIAP activ | 0.99 | 1 | 0.94 | 0.87 | 1.1 | 1 | 1 | 1
hIAP inh | 2 | -22 | 2 | 4 | -11 | 0 | -26 | -7
mIAP inh | 1 | 0 | 6 | 13 | -5 | -1 | -4 | 0
NLRP3 yeast inh | -4 | 15 | 6 | -20 | 23 | 14 | 5 | 4
APOBEC3A inh | -3 | 3 | -6 | -1 | 0 | -2 | -2 | -4
TIM10 inh | 2 | -2 | 10 | 20 | -16 | -6 | 0 | -4
tim10-1 inh | 11 | 14 | 9 | 8 | 5 | 20 | 19 | -10

13	O=C1CC(C(=O)NC2CCCCC2)C(c2ccccc2)O1 (stereo not given)
14	CCOC(=O)C1CCN(C(=O)c2c(-c3c(F)cccc3Cl)noc2C)CC1
15	Cc1c(CCO)c(=O)[nH]n1S(=O)(=O)c1ccc(F)cc1

assay / entry | 13 | 14 | 15
beta cell repl | -1 | -4 | -3
APOBEC3G inh | -5 | -2 | 4
mIAP activ | 0.98 | 1.1 | 1.1
hIAP inh | -31 | -4 | 15
mIAP inh | 2 | -10 | -9
NLRP3 yeast inh | 12 | 19 | 6
APOBEC3A inh | -6 | -2 | 3
TIM10 inh | 3 | -14 | -3
tim10-1 inh | -1 | 25 | -3

(continued)
Letters – A = beta cell repl; B = APOBEC3G inh; C = mIAP activ; D = hIAP inh; E = mIAP inh; F = NLRP3 yeast inh; G = APOBEC3A inh; H = TIM10 inh; I = tim10-1 inh
#16 CCOC(=O)C1(Cc2cccc(F)c2)CCN(C(=O)c2cnccn2)CC1
  A = 2; B = -6; C = 1; D = -6; E = -2; F = 9; G = -3; H = -12; I = 9
#17 Cc1ccc(-c2nn(CC(=O)NCC3CCCO3)c(=O)c3ccccc23)cc1 (stereo not given)
  A = -3; B = -11; C = 1; D = 24; E = -3; F = -16; G = 0; H = 7; I = 18
#18 COc1ccc(NS(=O)(=O)c2cc(NC(=O)c3ccccn3)ccc2OC)cc1Br
  A = -4; B = -7; C = 1; D = -3; E = -5; F = 4; G = 0; H = 6; I = 0
#19 CCC(=O)NS(=O)(=O)c1cccnc1Nc1ccc(Cl)cc1
  A = -2; B = -7; C = 0.99; D = 3; E = 0; F = 16; G = -3; H = -3; I = 5
#20 Cn1c(=O)c2c(ncn2CC(=O)OCC(=O)c2ccc(F)c(F)c2)n(C)c1=O
  A = -1; B = 0; C = 1; D = 0; E = -1; F = 20; G = 0; H = 1; I = 0
#21 O=S(=O)(NCc1ccc2c(c1)OCO2)c1cnc[nH]1
  A = -3; B = 0; C = 0.92; D = 18; E = 8; F = 3; G = -1; H = 4; I = 5
#22 Cc1cccc(NC(=O)c2cc([N+](=O)[O-])ccc2N2CCCCC2)n1
  A = -2; B = -5; C = 0.93; D = 9; E = 7; F = 14; G = 0; H = 47*; I = 43*
#23 CCCn1cc(CN2CCC(Oc3ccc(C(=O)N4CCCC4)cc3)CC2)c(C)n1
  A = -1; B = -6; C = 0.98; D = 0; E = 2; F = 7; G = -2; H = 5; I = 8
#24 c1ccc(OCCSc2nc3ccccc3o2)cc1
  A = -1; B = -5; C = 1; D = 3; E = -3; F = 33; G = -1; H = -9; I = 12
#25 CCc1ccc(NC(=O)C2CCCN(S(=O)(=O)c3cccs3)C2)cc1 (stereo not given)
  A = 0; B = -3; C = 1.1; D = -6; E = -14; F = 0; G = 5; H = 9; I = -3
#26 O=C(NCc1ccccc1)N1CCOCC1
  A = -3; B = 15; C = 0.99; D = -16; E = 1; F = 12; G = -9; H = -1; I = 23
#27 Cc1cc(C(=O)NCc2cccs2)nn1C
  A = -1; B = -8; C = 1.1; D = 17; E = -8; F = 2; G = -4; H = -14; I = -31
#28 CCSc1cc(N2CCOCC2)nc(-c2ccc(Cl)cc2)n1
  A = -4; B = -4; C = 0.97; D = -2; E = 3; F = 16; G = 1; H = -30; I = -19
#29 COc1ccc(/C=N/N2CCN(c3ccc(Cl)cc3)CC2)cc1
  A = -3; B = -3; C = 0.94; D = 6; E = 6; F = 18; G = -5; H = -9; I = -18
#30 CC(C)/C(=N\NS(=O)(=O)c1ccc(Br)cc1)c1cccs1
  A = 1; B = 3; C = 0.96; D = 5; E = 4; F = -20; G = 0; H = 21; I = 41*
#31 Cc1cc2[nH]ncc2cc1NC(=S)NC(=O)c1ccccc1
  A = 1; B = -1; C = 1.1; D = 13; E = -6; F = 18; G = 1; H = 4; I = 18
#32 COC(=O)c1ccccc1NC(=O)c1ccc(COc2ccc3c(c2)CCC3)cc1
  A = 0; B = 3; C = 1; D = 14; E = -4; F = 1; G = 9; H = 1; I = 11
#33 COc1ccccc1NS(=O)(=O)c1cc(NC(=S)NCC2CCCO2)ccc1C (stereo not given)
  A = -1; B = -4; C = 1.1; D = 9; E = -6; F = 16; G = -1; H = 5; I = 16
#34 COc1ccc(C(=O)Nc2ccc(S(=O)(=O)N3CCOCC3)cc2)cc1
  A = -3; B = -3; C = 1.1; D = 27; E = -8; F = 7; G = 0; H = 32; I = 27
#35 CCOc1ccccc1CN1CCNC(=O)C1CC(=O)NC1CCCCC1 (stereo not given)
  A = -4; B = -1; C = 0.93; D = -2; E = 8; F = 14; G = -3; H = 8; I = -3
#36 O=C(Cc1cccc(NC(=O)C2CCCN(C(=O)CCc3ccccc3)C2)c1)Nc1cccc(C(=O)N2CCCC2)c1 (stereo not given)
  A = -7; B = 3; C = 1.2; D = -17; E = -21; F = 2; G = 3; H = -5; I = 2
#37 COC(=O)c1nc2ccc(N3CCOCC3)cc2c(C)c1C(=O)OC
  A = -4; B = -7; C = 1.1; D = -3; E = -7; F = 0; G = -8; H = -14; I = 11
#38 COc1ccc(S(=O)(=O)N(CC(=O)NCc2ccco2)c2ccc(C)cc2)cc1OC
  A = -1; B = -12; C = 0.99; D = -11; E = 0; F = 15; G = -2; H = -6; I = 15
#39 CC(CCc1ccc(O)cc1)NC1c2ccccc2-c2ccccc21 (stereo not given)
  A = -4; B = 2; C = 1; D = -10; E = 0; F = 14; G = -6; H = 11; I = 11
#40 Cc1cc(N2CCN(c3ccccc3)CC2)nc(-c2ccccc2O)n1
  A = -2; B = -3; C = 0.98; D = 16; E = 2; F = 19; G = -1; H = -1; I = 13
#41 CC(O)c1nc2ccccc2n1CC(=O)Nc1ccc2c(c1)OCCO2 (stereo not given)
  A = -3; B = -3; C = 0.91; D = -8; E = 9; F = 16; G = 3; H = -15; I = 3
#42 CN(C)c1ccc(N2C(=NC(=O)CCC3CCCC3)SC3CS(=O)(=O)CC32)cc1 (stereo not given)
  A = 0; B = -3; C = 0.97; D = 10; E = 3; F = 5; G = -8; H = -6; I = 17
#43 CCn1c(=NC(=O)CSC(C)=O)sc2cc(OC)ccc21
  A = -6; B = -7; C = 0.92; D = 8; E = 8; F = 23; G = -4; H = -1; I = 26
#44 COc1cc([N+](=O)[O-])ccc1NC(=O)NCC1CCN(Cc2ccc(Cl)cc2)CC1
  A = -6; B = -6; C = 1; D = 8; E = -2; F = -15; G = -7; H = 1; I = 22
#45 CSc1nc2oc3c(c2c2nncn12)CC(C)(C)SC3
  A = 1; B = -8; C = 0.77; D = 2; E = 23; F = 12; G = -6; H = 13; I = 15
